H9c2 protect = cardioprotection against H2O2-induced cell death, primary screen, uHTS, H9c2 cells, ATPLite luminescence; H9c2 cardiomyocytes, H2O2 injury protection, 2 h; protection from H2O2 cell death, % at 20 µM; 360,000 compounds, 0.63% hits; AID 588492, 2011;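 active means compounds giving at least 50% protection of heart cells from peroxide-induced death in the single-dose screen, raw or plate-pattern-corrected value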;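 further: 0% = DMSO wells with peroxide and 100% = DMSO wells without peroxide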
MC4R barr agon = MC4R agonists recruiting beta-arrestin, primary screen, cell-based, luminescence, agonist arm of biased-ligand search; Melanocortin receptor 4 (Homo sapiens), P32245; U2OS MC4R beta-arrestin complementation; percent of melanotan II response, DMSO zero; activation, % at 8.9 µM; 360,000 compounds, 0.98% hits; AID 540308, 2011;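 active means activation above a per-plate cutoff, the mean activation of sample wells on that plate plus 3 SD, cut at about 8% in these data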
N-glyco inh = increase of ERlucT glycosylation luciferase signal, primary screen, N-linked glycosylation inhibitor project, D54 ERlucT cells, luminescence, set 2 | D54 ERlucT glycosylation luciferase reporter, 24 h; percent of 100 nM tunicamycin response | reporter increase, % at 12.5 µM | 360,000 compounds, 0.23% hits;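 active means mean luciferase reporter signal, scaled so untreated is 0 and the glycosylation-blocking control 100, at or above a set limit in every replicate; inconclusive means mean reaches the limit but not every replicate does; inactive means mean below the limit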;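 further: luciferase carries N-glycosylation sites so blocking glycosylation raises the light; 0% = median of neutral control wells and 100% = median of 100 nM tunicamycin wells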
TLR9-MyD88 block = inhibitors of TLR9-MyD88 association in cells, primary screen, cell-based, CHO, BLA complementation, fluorescence; 340,000 compounds, 0.21% hits; CCF4 FRET ratio; AID 504734, 2011; inhibition, % at 4.98 µM;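 active means inhibition above the mean over all tested compounds plus 3 SD, cut at about 21% in these data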;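 further: 0% = DMSO only wells and 100% = clavulanate BLA inhibitor control wells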
HTR2A ag = mouse Htr2a agonists via beta-arrestin recruitment, primary screen, cell-based, luminescence; CHO-K1 mHTR2A beta-arrestin complementation; percent of 30 µM serotonin response; activation, % at 7.6 µM; 360,000 compounds, 0.66% hits; AID 624169, 2012;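 active means activation above a run cutoff, the mean activation of all tested compounds plus 3 SD, cut at about 14% in these data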;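 further: 0% = plate median of compound wells and 100% = 30 µM serotonin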
ABHD5 PLIN5 PPI = ABHD5-PLIN5 interaction inhibitors, primary screen, cell lysate, split luciferase complementation, luminescence | Perilipin-5 (Homo sapiens) + 1-acylglycerol-3-phosphate O-acyltransferase ABHD5 (Homo … | Split G. princeps luciferase complementation, 4 h | inhibition, % at 4 µM | 360,000 compounds, 0.78% hits;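 active means inhibition above the mean inhibition across every tested compound plus 3 SD, cut at about 22% in these data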;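 further: 0% = DMSO only wells and the 100% control is not disclosed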
NCOA2 inhibitor = inhibition of GAL4-SRC2 driven luciferase reporter, primary screen, SRC2 inhibitor project, cell-based, luminescence. 370,000 compounds, 0.17% hits. HEK293 GAL4-SRC2 luciferase reporter. AID 651957, 2012. Nuclear receptor coactivator 2 (Homo sapiens), Q15596. inhibition, % at 9 µM;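 active means inhibition above the mean inhibition of all tested compounds plus 3 SD, set per campaign, cut at about 52% in these data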;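 further: 0% = DMSO treated cells and 100% = cells given Gossypol at 36 µM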
ABCB6 inh MLPCN = ABCB6 transporter inhibitors, primary screen, K562-ABCB6 cells, flow cytometry, MLPCN library. ATP-binding cassette sub-family B member 6 (Homo sapiens), Q9NP58. K562-ABCB6 porphyrin accumulation, 1 h; active compounds read low. fluorescence ratio to DMSO, % at 10 µM. 360,000 compounds, 0.19% hits. AID 602162, 2011;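 active means fluorescence ratio to DMSO below 75%, the collection mean minus 3 SD; inconclusive means too few cells collected in the well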;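 further: signal is porphyrin accumulated inside mitochondria; 100% equals median channel fluorescence of DMSO control wells; lower ratio means ABCB6 inhibition with less porphyrin fluorescence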
Target sequence (Q9NP58 whole entry, looked up): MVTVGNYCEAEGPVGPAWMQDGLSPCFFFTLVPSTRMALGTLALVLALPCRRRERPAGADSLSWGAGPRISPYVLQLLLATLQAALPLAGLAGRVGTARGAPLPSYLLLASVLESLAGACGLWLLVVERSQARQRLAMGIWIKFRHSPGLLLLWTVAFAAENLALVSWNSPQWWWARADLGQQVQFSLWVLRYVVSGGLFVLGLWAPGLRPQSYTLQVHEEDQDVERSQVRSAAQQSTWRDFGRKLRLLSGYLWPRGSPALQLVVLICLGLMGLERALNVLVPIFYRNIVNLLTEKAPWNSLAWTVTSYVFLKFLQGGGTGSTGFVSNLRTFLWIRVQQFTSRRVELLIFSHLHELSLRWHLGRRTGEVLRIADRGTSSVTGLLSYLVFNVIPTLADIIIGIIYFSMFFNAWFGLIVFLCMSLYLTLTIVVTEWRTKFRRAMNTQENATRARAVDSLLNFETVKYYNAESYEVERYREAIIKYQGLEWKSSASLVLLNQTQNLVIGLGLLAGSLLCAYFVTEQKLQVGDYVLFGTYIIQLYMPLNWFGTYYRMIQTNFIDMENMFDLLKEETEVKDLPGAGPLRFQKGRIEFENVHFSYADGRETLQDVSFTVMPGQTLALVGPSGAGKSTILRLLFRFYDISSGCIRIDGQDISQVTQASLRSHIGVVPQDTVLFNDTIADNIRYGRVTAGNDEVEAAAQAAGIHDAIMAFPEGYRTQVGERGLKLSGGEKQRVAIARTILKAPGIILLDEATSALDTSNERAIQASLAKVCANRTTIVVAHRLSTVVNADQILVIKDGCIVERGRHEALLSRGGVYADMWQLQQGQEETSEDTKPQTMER
MC4R antag cAMP = MC4R antagonists of cAMP signaling, primary screen, cell-based, TR-FRET, antagonist arm of biased-ligand search; Melanocortin receptor 4 (Homo sapiens), P32245; MC4R-expressing cells, MTII-stimulated cAMP, LANCE TR-FRET; inhibition, % at 6.5 µM; 360,000 compounds, 0.48% hits;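 active means inhibition above its plate's cutoff, the mean of tested wells on that plate plus 3 SD, cut at about 29% in these data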;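 further: 0% = Melanotan II alone and 100% = Melanotan II plus saturating MCL0020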
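Assay system: human MC4R-expressing U2OS cells; reagent: Melanotan II stimulation of cells; dosing: 6.5 µM single dose; timing: compound 30 min, challenge 1 h, detection 1 h; signal: TR-FRET cAMP assay; replicates: one well per compound, no replicates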
NOD2 RIPK2 PPI = NOD2-RIPK2 binding disruptors in cells, primary screen, fluorescence, CHO cells, BLA complementation. inhibition, % at 4.98 µM. 360,000 compounds, 0.38% hits. CCF4 ratio; in the data active means inhibition above about 21%;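 further: 0% = vehicle only and 100% = reference blocker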
The depositor's hits bear a star; ? = inconclusive; · = not tested or not shown. Some of the compounds tested; count on the stated rates, not on these rows.

Start of the data: the first 2 compounds as a preview:
Every second line gives: H9c2 protect, MC4R barr agon, N-glyco inh, TLR9-MyD88 block, HTR2A ag, ABHD5 PLIN5 PPI, NCOA2 inhibitor, ABCB6 inh MLPCN, MC4R antag cAMP, NOD2 RIPK2 PPI
CC(C)(C)NC(=O)C(c1ccc(F)cc1)N(Cc1ccco1)C(=O)c1csnn1 (stereo not given)
→ 2.7, -1.4, -1.0, -5.6, 1.0, -2.9, 17.3, 98.0, -2.9, 1.6
CC(C)(OC(=O)c1ccc(F)cc1)c1cc2ccccc2c(=O)o1
→ -7.2, 0.5, -1.3, 4.6, -2.6, 0.6, 5.6, 98.0, 2.4, -7.4

The list itself, previewed entries included:
Every second line gives: H9c2 protect, MC4R barr agon, N-glyco inh, TLR9-MyD88 block, HTR2A ag, ABHD5 PLIN5 PPI, NCOA2 inhibitor, ABCB6 inh MLPCN, MC4R antag cAMP, NOD2 RIPK2 PPI
CC(C)(C)NC(=O)C(c1ccc(F)cc1)N(Cc1ccco1)C(=O)c1csnn1 (stereo not given)
→ 2.7, -1.4, -1.0, -5.6, 1.0, -2.9, 17.3, 98.0, -2.9, 1.6
CC(C)(OC(=O)c1ccc(F)cc1)c1cc2ccccc2c(=O)o1
→ -7.2, 0.5, -1.3, 4.6, -2.6, 0.6, 5.6, 98.0, 2.4, -7.4
CCOc1ccccc1-n1c(SCC(=O)NC2CCCC2)nnc1-c1ccoc1C
→ 3.5, -0.8, -1.2, -1.0, -2.8, 2.1, -4.4, 90.0, 7.3, -0.5
CCC(=O)Nc1ccc(NC(=O)CSc2nnc(-c3ccco3)n2CC)cc1
→ 3.6, -1.6, -0.8, -2.5, 0.9, -1.4, 3.8, 100.0, 6.7, -7.2
Cc1ccc(C2=NS(=O)(=O)N(C)C(C(=O)N(C)C3CCCCC3)=C2)cc1
→ -0.3, 0.1, -0.5, 7.1, 0.7, 8.7, 3.9, 102.0, 10.5, -0.9
COc1ccc(CCCNC(=O)C2Cc3c(-c4cccc(C(C)=O)c4)ccnc3O2)cc1 (stereo not given)
→ 20.3, 0.4, ?, ·, -4.4, 11.7, -11.0, 93.0, -19.9, 7.8
COCCn1c(SCC(=O)NCC2CCCO2)nc2c([nH]c3ccccc32)c1=O (stereo not given)
→ 7.4, -4.3, ·, -10.1, 3.2, 1.7, -20.4, 89.0, 9.3, 4.6
CCCCCC(=O)Nc1cc(N(C)C)nc2ccccc12
→ 4.4, -0.6, -0.7, 6.6, -3.2, -1.9, -13.6, 90.0, 8.2, -2.7
CCOc1ccccc1NC(=O)Cn1nnc(C(=O)Nc2ccccc2Cl)c1N
→ -4.0, 1.9, -2.3, -8.3, 4.3, -8.8, -17.6, 88.0, -3.9, -0.4
CC(C)CC(=O)NN(C)c1nc(-c2ccccc2)nnc1C(F)(F)F
→ 2.4, -1.4, -1.6, -3.4, -2.0, -2.6, -14.1, 144.0, -1.8, -9.0
CCNc1nc(OC)nc(SCC(=O)Nc2ccccc2)n1
→ -0.7, -1.3, 2.2, -2.1, -2.6, -3.7, 8.1, 97.0, -7.3, -4.9
CCCCN(CC)CCCNC(=O)c1cc2c(=O)n(CC)c3ccccc3c2s1
→ -14.7, -2.1, 14.8, 11.1, -9.3, 11.3, -41.9, 96.0, 5.2, -6.7
Cc1ccc(C(C)NC(=O)COC(=O)C2=COCCO2)cc1C (stereo not given)
→ 2.4, 0.7, 2.2, -10.8, 1.4, -1.4, 8.9, 102.0, 16.9, -8.7
C=CCn1c(CSc2nc3ccccc3s2)nnc1SCC(=O)NCCN1CCOCC1
→ -3.1, -0.7, 0.2, -0.4, -1.9, -5.6, 19.1, 97.0, -3.2, 1.6
Cc1cc(C)cc(N(CCC(=O)O)S(=O)(=O)c2ccc3ccccc3c2)c1
→ 5.6, 4.5, 1.2, -1.1, 3.8, 8.6, -7.6, 103.0, 4.5, -3.4
CCCCOCCCNC(=O)C[C@@H]1C[C@@]2(C(=O)OC)CC(C)(C)CC=C2N(Cc2ccc3c(c2)OCO3)C1=O
→ ·, ·, ·, ·, 1.6, 9.8, 2.1, ·, ·, 8.6
CCN(Cc1ccccc1)C(=O)CN1C(=O)COc2ccc(S(=O)(=O)N3CCCCCC3)cc21
→ 15.4, -3.7, -2.7, 7.5, 1.9, -3.2, -3.5, 95.0, 2.5, 2.1
O=C(N/N=C\c1ccc(OC(=O)c2ccco2)cc1)c1ccc(Cl)cc1
→ 0.1, 0.4, 1.0, 1.1, -1.1, 0.6, -7.0, 94.0, -0.7, -12.2
CCc1nc2c(cnn2-c2ccc(Cl)cc2)c(=O)n1-c1ccc(OC)cc1
→ -19.9, 1.1, -1.6, -15.3, 5.8, -1.2, 11.0, 99.0, 16.6, -1.0
N#CC1(NC(=O)COc2cc(F)ccc2[N+](=O)[O-])CCCCC1
→ -3.5, -0.1, -1.7, -4.8, -2.7, -12.6, -8.7, 94.0, 1.9, -0.9
Cc1ccc(NC(=S)N2CCC(NC(=O)c3ccc(F)cc3)CC2)cc1
→ -2.5, -1.5, 1.3, -2.7, -6.0, 1.8, 3.1, 110.0, 0.3, -8.8
O=C(CN(c1ccccc1F)S(=O)(=O)c1ccccc1)Nc1ccccc1C(=O)N1CCOCC1
→ -1.0, -3.2, -1.3, 1.4, -0.2, -4.2, -6.0, 102.0, 2.8, -10.4
CN1CCC(=C2c3ccccc3C=Cc3ccccc32)CC1
→ 14.8, 0.4, -2.4, 2.1, -9.3, -1.3, -1.6, 104.0, 4.0, 8.5
CSc1ccc(CCNC(=O)C2CCN(c3nnc(-n4cccc4)s3)CC2)cc1
→ 1.8, -1.2, 1.4, 10.8, -3.6, 8.7, -40.6, 96.0, 6.2, -2.6
CCCCCSc1nc2c(c(=O)[nH]c(=O)n2C)n1CC
→ -8.3, 4.4, 4.8, -2.2, 1.6, -3.8, 8.4, 93.0, 14.5, 2.0
N=C1S/C(=C\c2cccc3ccccc23)C(=O)N1c1ccc(F)cc1
→ -21.2, 3.7, 8.2, 3.6, 0.0, -7.2, -5.3, 102.0, -12.5, 3.1
COc1ccc(/C=C(\CC(=O)O)c2nc3ccccc3o2)cc1
→ -1.7, -1.2, -2.4, -0.8, -0.1, -1.7, -55.6, 102.0, 5.4, 1.3
Cn1cnc([N+](=O)[O-])c1S(=O)(=O)c1cccc(Cl)c1
→ -29.5, -2.4, ?, 0.4, -7.1, 60.7*, 19.5, 102.0, 15.2, 14.9
COC(=O)c1ccc(Cl)c(-c2ccc(/C=N/NC(=O)Nc3ccccc3)o2)c1
→ 0.6, -0.1, 1.1, -18.4, -1.6, -2.6, -20.9, 99.0, -2.0, -3.3
NNC(=S)Nc1cccc(-c2n[nH]c(=S)o2)c1
→ -1.7, 2.0, 0.8, -4.5, 0.9, -15.4, 3.1, 96.0, 14.5, -1.8
COc1ccc(NC(=O)CN(C)C(=O)c2ccc(COc3ccccc3)o2)cc1
→ 5.7, -0.5, 0.0, 2.7, -0.1, -4.5, -20.2, 102.0, -1.1, -5.8
CC1CN(Cc2nc3ccccc3c(=O)[nH]2)CC(C)O1 (stereo not given)
→ 6.6, 1.7, 1.2, ·, 0.4, 4.1, 5.7, 94.0, 13.2, -12.2
O=C1c2cccnc2C(=O)N1Cc1ccc2c(c1)OCO2
→ -0.1, 0.7, 1.8, 2.7, 6.5, 0.5, 4.0, 99.0, 1.3, -1.7
Cc1ccc(OCC(=O)NCc2cccs2)c([N+](=O)[O-])n1
→ 5.5, -2.0, 0.0, 1.8, 1.2, -4.3, -43.1, 101.0, -5.3, 1.6
Oc1c(N=NC(=S)Nc2ccccc2F)c2ccccc2n1Cc1ccc(Cl)cc1
→ 10.7, -2.6, 1.4, 7.8, -4.8, 4.4, -1.2, 104.0, -5.7, 0.6
COCCCNC(=O)C[C@H]1C[C@H](C(=O)N2CCCCC2)[C@@]2(CCc3ccccc3)c3[nH]c4ccc(Cl)cc4c3CCN2C1=O
→ -6.8, 0.9, 1.8, -8.2, 0.2, -3.6, -17.6, 92.0, 11.7, 3.4
COc1ccc(NC(=O)c2cc(-c3sc(NC(=O)c4ccccc4)nc3C)n(-c3ccc(Br)cc3)n2)cc1
→ ·, ·, ·, ·, -6.1, 4.5, -31.1, ·, ·, -16.8
Cc1ccc(O)c(N=Nc2ccc(S(=O)(=O)N3CCOCC3)cc2)c1
→ -4.8, -1.9, 0.4, 11.5, -0.2, 0.6, -12.8, 98.0, 11.7, -7.2
CN1C(=O)[C@H]2[C@@H](c3ccccc3)N[C@]3(CCCN(Cc4ccco4)C3=O)[C@H]2C1=O
→ 1.9, -0.2, 0.2, 10.1, 3.3, -0.3, -35.1, 101.0, 9.5, -2.8
CCC(C)(C)NC(=O)CN(C(=O)CCC(=O)Nc1nccs1)c1cccc(C)c1
→ -3.7, 0.1, 2.2, 4.8, 5.1, -3.1, -14.7, 100.0, 9.3, -8.1
CCN(CC(=O)NCc1ccccn1)S(=O)(=O)c1ccc(OC)cc1
→ 2.6, 1.6, 0.1, -0.8, 5.7, 4.8, 4.5, 105.0, 5.7, -1.3
NS(=O)(=O)c1ccc(NCCCn2ccnc2)c([N+](=O)[O-])c1
→ 5.0, 3.0, 0.2, -3.7, 6.0, 9.1, 5.4, 95.0, -0.7, 3.7
C/C(CC(=O)Nc1cccc(Cl)c1Cl)=N\NC(=O)c1ccccc1Br
→ 5.8, 1.8, -0.6, -9.9, 1.2, 1.1, 4.4, 96.0, -3.0, -14.5
COC(=O)c1cccc(NC(=O)CN2CCc3ccccc3C2)c1
→ 0.0, 0.0, 0.3, 0.3, 6.8, 2.7, -8.8, 96.0, -11.0, 7.9
Cc1ccccc1C(=O)c1cccn1CC(=O)NCCN1CCN(c2cccc(C)c2C)CC1
→ 6.0, -2.5, -2.6, -0.4, -11.0, 10.7, 0.4, 103.0, 4.0, -6.4
Cc1cnc(NC(=O)CSc2nnc(-c3ccc(Cl)cc3Cl)n2N)s1
→ -4.9, -0.4, 0.2, -12.9, -2.8, -6.6, -3.4, 98.0, 7.8, -1.7

High-throughput results deposited in PubChem by several laboratories.
